UBC9 SUMO inh – SUMOylation inhibition; inhibition, % at 35 µM; actives 0.36% (n = 290,000); HTRF SUMOylation assay, SAE1/SAE2 + UBC9, in vitro; P63279; in the data active means inhibition above about 50%, passing the limit was not always enough; further: strong numbers were not always called active
PfM18AAP inh – PfM18AAP enzyme inhibition | recombinant PfM18AAP, H-Glu-NHMec fluorogenic cleavage | inhibition, % at 7.35 µM | actives 1.2% (n = 290,000);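 active means inhibition above the campaign mean inhibition over all tested compounds plus 3 SD, cut at about 28% in these data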;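 further: 0% = plate median of test compound wells and 100% = 2 mM ZnCl2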
pCIP destab – p/CIP protein destabilization; F442A p/CIP-EGFP cells, EGFP fluorescence, 16 h; AID 1984; actives 0.01% (n = 290,000); decrease of EGFP signal, % at 10 µM; Q05BA5;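 active means EGFP signal decrease of at least 30% at 10 µM or well 3 SD below plate mean, unless failing retest; inactive means the rest, including hits failing retest or dose response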; further: some compounds called inactive have numbers as strong as hits; many of its hits are not listed in these tables
IDE inh – inhibits human insulin-degrading enzyme in HEK cells; P14735; FAbetaB cleavage, fluorescence polarization; inhibition, % at 5.59 µM; actives 0.41% (n = 320,000);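 active means percent inhibition above the average of all tested compounds plus 3 SD, set per screening campaign, cut at about 16% in these data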;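 further: IDE supplied by intact live HEK cells; FP after avidin binding of uncleaved biotin substrate so inhibition keeps polarization high; 0% = DMSO wells and 100% = 60 µM reference IDE inhibitor Ii1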
Target sequence (P14735 whole entry, looked up): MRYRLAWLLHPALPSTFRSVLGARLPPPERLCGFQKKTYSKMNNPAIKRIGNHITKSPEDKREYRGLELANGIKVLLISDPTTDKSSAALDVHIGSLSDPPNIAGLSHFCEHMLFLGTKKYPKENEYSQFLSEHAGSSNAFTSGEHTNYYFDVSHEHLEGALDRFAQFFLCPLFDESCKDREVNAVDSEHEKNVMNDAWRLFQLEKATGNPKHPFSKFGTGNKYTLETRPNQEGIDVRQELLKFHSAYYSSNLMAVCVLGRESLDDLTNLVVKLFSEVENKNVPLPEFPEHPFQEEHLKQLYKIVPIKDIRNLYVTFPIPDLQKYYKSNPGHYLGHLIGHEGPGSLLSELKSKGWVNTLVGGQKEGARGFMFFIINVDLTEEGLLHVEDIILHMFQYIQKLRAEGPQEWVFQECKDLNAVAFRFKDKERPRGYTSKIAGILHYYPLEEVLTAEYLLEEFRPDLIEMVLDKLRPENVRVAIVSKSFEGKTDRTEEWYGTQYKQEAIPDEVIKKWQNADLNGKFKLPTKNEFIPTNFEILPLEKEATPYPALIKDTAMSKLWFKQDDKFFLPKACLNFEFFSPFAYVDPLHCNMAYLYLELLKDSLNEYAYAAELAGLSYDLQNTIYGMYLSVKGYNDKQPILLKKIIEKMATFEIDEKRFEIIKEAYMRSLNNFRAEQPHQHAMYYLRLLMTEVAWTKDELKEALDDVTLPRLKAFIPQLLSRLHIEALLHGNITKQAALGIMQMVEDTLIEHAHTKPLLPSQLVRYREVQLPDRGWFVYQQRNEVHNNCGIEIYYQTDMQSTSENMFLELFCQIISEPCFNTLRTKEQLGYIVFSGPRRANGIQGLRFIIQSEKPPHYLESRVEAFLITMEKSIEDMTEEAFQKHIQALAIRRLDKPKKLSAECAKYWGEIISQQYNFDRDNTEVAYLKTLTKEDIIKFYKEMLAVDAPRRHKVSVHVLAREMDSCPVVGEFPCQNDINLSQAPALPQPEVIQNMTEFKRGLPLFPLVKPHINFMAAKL
IDE cell activ – IDE (human) activation, cell-based; P14735; HEK cells, FAbeta-B cleavage, fluorescence polarization; 0% vehicle, 100% cell-free pure enzyme wells; activation, % at 5.96 µM; actives 0.073% (n = 340,000); AID 493087;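 active means activation above the mean of all tested compounds plus 3 SD, set per screening campaign, cut at about 17% in these data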
IMP-1 inhibitor – inhibitors of Pseudomonas aeruginosa IMP-1 metallo-beta-lactamase; inhibition, % at 5.6 µM; purified IMP-1, nitrocefin hydrolysis, epi-absorbance fluorescence; actives 0.45% (n = 290,000); AID 1556;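 active means inhibition above the mean plus 3 SD of all compounds in the same screening run, cut at about 4.5% in these data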;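 further: 0% = IMP-1 with DMSO and 100% = DMSO wells lacking enzyme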
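System: Purified recombinant IMP-1 metallo-beta-lactamase enzyme | Measured by: Fluorescence quenching readout, ex 480/em 530 nm | Replication: Singlicate | Incubation: 15 min preincubation plus 25 min reaction at 25 °C | Evaluation: Percent inhibition from optical density relative to buffer-blank wells | Benchmarks: DMSO with and without IMP-1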
DNA FID counter – fluorescent intercalator displacement, NS3 helicase counter-screen; DNA fluorescent intercalator displacement, fluorescence; inhibition, % at 7.9 µM; actives 0.17% (n = 290,000); AID 1845; in the data active means inhibition above about 37%;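 further: 0% = vehicle and 100% = reference compound; higher means more ethidium bromide displaced from hairpin DNA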
NS3 helicase inh – blocks Hepatitis C virus NS3 helicase unwinding; actives 0.56% (n = 290,000); inhibition, % at 10.9 µM; NS3 helicase DNA unwinding, Cy5 molecular beacon fluorescence; AID 1800;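 active means inhibition above the mean of all tested compounds plus 3 SD, set per campaign, cut at about 35% in these data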;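 further: 0% = DMSO wells and 100% = thioflavine S control wells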
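Measured by: Cy5 fluorescence, 0 and 60 min reads / Assay system: NS3 helicase fragment of HCV / Control set: low DMSO, high thioflavine S at 110 µM / Times: 1 h reaction at 25 °C, ATP-initiated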
VIM-2 inhibitor – inhibitors of Pseudomonas aeruginosa VIM-2 metallo-beta-lactamase; purified VIM-2, nitrocefin hydrolysis, epi-absorbance fluorescence; inhibition, % at 5.6 µM; actives 0.89% (n = 290,000); AID 1527;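 active means inhibition above the mean of all tested compounds plus 3 SD, cutoff set per screening run, cut at about 7.5% in these data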;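 further: red hydrolysis product quenches plate fluorescence so inhibitors raise well fluorescence; 0% = enzyme with DMSO and 100% = DMSO without enzyme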
* = called active by the depositor; x = no result given.

SMILES | UBC9 SUMO inh | PfM18AAP inh | pCIP destab | IDE inh | IDE cell activ | IMP-1 inhibitor | DNA FID counter | NS3 helicase inh | VIM-2 inhibitor
S=c1[nH]nc(-c2ccc3ccccc3n2)n1-c1ccccc1 | -10 | 20 | -12 | -3 | -6 | -3.1 | -13 | -7 | 2.2
Cc1ccccc1NC(=O)c1ccc([N+](=O)[O-])o1 | 18 | 5 | -16 | -4 | 1 | -2.8 | 2 | -4 | -5.8
COc1ccc(C2C(C#N)=C(N)Oc3n[nH]c(C)c32)cc1CN1CCN(c2ccc(F)cc2)CC1 (configuration not stated) | 9 | 1 | -11 | -1 | -3 | -1.3 | 5 | -8 | 1.0
O=C1NC(=S)N/C1=C\c1ccc(Oc2ccc(C(F)(F)F)cc2[N+](=O)[O-])c(Cl)c1 | 32 | -3 | -12 | 1 | -3 | -1.5 | -1 | 6 | -3.1
COc1ccc(COCC(O)CN2CCOCC2)cc1OC (configuration not stated) | 4 | 2 | -1 | -2 | 1 | -0.9 | 6 | -6 | -0.2
Cc1ccc(-c2nnn(CC(=O)Nc3ccc(S(=O)(=O)N4CCC(C)CC4)cc3)n2)cc1 | 45 | -1 | 0 | 1 | 5 | -1.3 | 5 | -15 | 1.1
CCOC(=O)c1c(NC(=O)C(=O)N/N=C/c2ccc(OCC)cc2)sc2c1CCCCC2 | -4 | 0 | 5 | -11 | 3 | -3.0 | 1 | 6 | -3.8
COc1ccc(CCNC(=O)[C@H](C)N2C(=O)N3CCc4c([nH]c5ccccc45)[C@@]3(C)C2=O)cc1 | 14 | 4 | -11 | 8 | 4 | -1.7 | -39 | -38 | -2.2
Cc1ccc([N+](=O)[O-])cc1NC(=O)/C=C/C(=O)O | 10 | -5 | 9 | -4 | -2 | -0.3 | 0 | 0 | 0.5
COc1cccc(-c2nnc(N(C)C(=O)C3CCOC3)s2)c1 (configuration not stated) | 20 | 2 | -37 | 1 | 0 | -2.1 | -12 | 5 | -3.0
Nc1c(C(=O)NCc2ccccc2)c2nc3ccccc3nc2n1-c1ccc2c(c1)OCO2 | 18 | -1 | -8 | -1 | 4 | -1.9 | 3 | 6 | -2.1
Cc1ccc2[nH]c3c(c2c1)CN(C(=O)CN1CCCCC1)CC3 | 1 | 1 | 4 | 5 | x | -1.1 | -4 | -3 | 0.8
COc1ccc(C(=O)NC(=S)Nc2nc(C)c(C(=O)N(C)C)s2)cc1 | -4 | 6 | -35 | 0 | 8 | -4.3 | -20 | 5 | -4.2
CCOC(=O)c1[nH]c2ccc(Cl)cc2c1NC(=O)c1nonc1C | 28 | -15 | -17 | -2 | -3 | -2.9 | 2 | -1 | -1.6
Cc1ccc(N2C(=O)C3CCCN3C2=S)cc1Cl (configuration not stated) | -8 | 8 | -6 | 3 | 2 | -1.5 | -5 | 0 | -3.3
COC(=O)[C@@H]1C[C@H]2CC[C@H](O)C[C@H]2N1Cc1ccccc1OS(=O)(=O)c1ccc(C)cc1 | -31 | x | -8 | -3 | 1 | x | x | x | x
NC(=O)COC(=O)c1c2c(nc3ccccc13)CCCC2 | -4 | 2 | 18 | 1 | 2 | -3.3 | -1 | 6 | -2.5
CCN(CC)CCNC(=O)CN1C(=O)COc2ccc(S(=O)(=O)N3CCOCC3)cc21 | 5 | 1 | 6 | -6 | 2 | -1.3 | 1 | 8 | -2.1
CCNC1CCS(=O)(=O)C1 (configuration not stated) | 15 | -1 | 8 | 5 | 8 | -3.9 | -3 | -1 | -2.3
CCC1(c2ccccc2)NC(=O)N(CC(=O)Nc2ccccc2N2CCCCC2)C1=O (configuration not stated) | -7 | 8 | -4 | 2 | 3 | -2.5 | -42 | -20 | -3.7
CCN(CCn1cccn1)Cc1c(C(=O)N2CCCCCCC2)nc2ccc(Cl)cn12 | -4 | 6 | -15 | 7 | 6 | -2.8 | -40 | -3 | -1.9
CC(C)(CNC(=O)c1ccc(Cl)c(S(=O)(=O)N2CCc3ccccc3C2)c1)N1CCOCC1 | 14 | 4 | -6 | -1 | 1 | -3.2 | 10 | -34 | -3.0
COc1ccc(-n2cc(CNCCN3CCOC3=O)c(-c3ccccc3Cl)n2)cc1 | -2 | 5 | -3 | 0 | 8 | -3.2 | 11 | -23 | -0.9
C/C(CC(=O)Nc1ccc(F)cc1)=N\NC(=O)COc1ccccc1 | -4 | 14 | -8 | 2 | 2 | -0.2 | -6 | -10 | -3.9
COCCN(C(=O)Cc1ccc(OC)c(OC)c1)c1nc(-c2cc(OC)ccc2OC)cs1 | 0 | 0 | -14 | x | 6 | -2.0 | -31 | -21 | -1.8
(continued)
SMILES | UBC9 SUMO inh | PfM18AAP inh | pCIP destab | IDE inh | IDE cell activ | IMP-1 inhibitor | DNA FID counter | NS3 helicase inh | VIM-2 inhibitor
O=C(Cc1n[nH]c(=O)c2ccccc12)OCC(=O)c1ccc2c(c1)OCCO2 | 12 | -1 | -9 | -2 | 4 | 0.2 | -14 | -6 | 1.7
O=C(O)c1ccc(S(=O)(=O)N2CCC(Cc3ccccc3)CC2)cc1 | 15 | 1 | -15 | 0 | -6 | -2.0 | -38 | 11 | -4.5
CCn1cc(S(=O)(=O)NC(C)c2cc(OC)ccc2OC)cn1 (configuration not stated) | 10 | -10 | -22 | -6 | -2 | -1.4 | -3 | 1 | 0.1
Cc1c(C(=N)C(C#N)C#N)c(=N)oc2c1ccc1ccccc12 | 29 | -5 | -3 | -2 | 1 | -1.4 | -3 | -3 | -0.9
COc1ccc(Br)cc1C(=O)Nc1ccc(C(=O)O)cc1 | 3 | 1 | -4 | 3 | 1 | -1.7 | -4 | 4 | -3.5
O=C(CSc1nnc(SCc2cccc3ccccc23)s1)Nc1ccc(C(=O)O)cc1 | 16 | 1 | -23 | 1 | 3 | -2.3 | -23 | 4 | -2.4
CCOc1ncccc1C(=O)OCC(=O)N1CCc2ccccc21 | -8 | 4 | 4 | -4 | 4 | -3.1 | -14 | 9 | -2.5
Nc1cccnc1S(=O)(=O)c1ccccc1 | 3 | 7 | 0 | 4 | 6 | -4.9 | -7 | 6 | -3.4
CN1CCN(Cc2ccc(Sc3ccc(Cl)cc3)c([N+](=O)[O-])c2)CC1 | -9 | -13 | 6 | -1 | 1 | -1.7 | 35 | -67 | -3.6
CCc1c(O)nc(SCC(=O)Nc2ccccc2)n(-c2ccccc2)c1=O | 10 | 6 | -10 | -1 | 5 | 1.2 | -11 | 1 | 0.1
COc1ccc(C2C(C(=O)Nc3cccc(C)n3)CCC(=O)N2c2ccc(OC)cc2)cc1 (configuration not stated) | 0 | 0 | -14 | -7 | x | -1.2 | -16 | -4 | -2.9
CCOc1[nH]n(-c2ccc(Cl)cc2)c(=O)c1C=Nc1ccc(Cl)cc1 | 20 | -2 | -5 | -9 | 2 | -1.4 | 5 | 2 | -0.6
COc1cccc(CN2CCNC(=O)C2CC(=O)O)c1OC (configuration not stated) | -10 | -3 | 1 | -1 | 5 | 0.0 | 0 | -3 | -2.0
Cc1ccc(C)c(-c2csc(Nc3ncccn3)n2)c1 | -2 | -14 | -10 | 0 | -3 | -1.3 | -12 | 4 | -0.2
O=C(O)Cn1nnnc1SCC(=O)Nc1ccccc1F | 12 | -2 | 4 | -1 | 3 | -2.1 | 2 | 3 | -2.8
CC1CCCCN1Cc1c(O)ccc2c(=O)c(-c3nc4ccccc4s3)coc12 (configuration not stated) | 16 | 18 | 1 | 5 | 2 | -0.8 | -9 | 17 | 0.6
Cc1ccccc1Cc1c(C)nc2nc(SCC(=O)NCCCN3CCCC3)nn2c1C | 12 | 8 | -4 | 2 | -3 | -2.1 | 5 | -53 | -1.2
CC(C)(C)c1ccc(C(=O)Nc2ccc(O)c3c(=O)cc(-c4ccccc4Cl)oc23)cc1 | 4 | x | -5 | 3 | 1 | x | x | x | x
CCOc1ccc2nc(C)cc(Nc3cccc([N+](=O)[O-])c3)c2c1 | 19 | -2 | -5 | 4 | 0 | -0.7 | 11 | -21 | 6.7
O=C(Nc1cc(Cl)ccn1)C1CCN(S(=O)(=O)c2cccs2)CC1 | 16 | 4 | 0 | 5 | 3 | -2.1 | -8 | -11 | -1.7
CCC1CN(C(=O)NCc2cccc(OC)c2)c2cc(Cl)ccc2O1 (configuration not stated) | -2 | -2 | 3 | x | 2 | -1.1 | -26 | 12 | -3.0
CCC(=O)Nc1ccc(NC(=O)CCc2ccccc2)cn1 | 7 | -4 | -12 | 1 | 0 | -1.7 | -5 | 11 | 0.3
COc1ccc(C)cc1S(=O)(=O)N(CC(=O)Nc1cccc([N+](=O)[O-])c1)c1ccccc1 | -5 | 4 | -2 | 2 | -3 | -2.3 | 4 | 0 | -2.0
CC1CCc2c(C(=O)NCc3ccccn3)csc2C1 (configuration not stated) | 5 | 1 | -16 | 5 | 4 | -1.3 | -14 | -2 | -1.2
CCn1c(SCC(=O)Nc2ccccc2F)nc2c(c1=O)SC(C)C2 (configuration not stated) | -4 | -6 | 16 | 7 | -1 | -3.0 | -9 | -2 | -2.3
Cc1ccc(S(=O)(=O)NNC(=O)CCC(=O)Nc2ccc(C)c(C)c2)cc1 | -38 | -2 | 1 | -4 | 3 | -0.5 | -13 | -4 | 0.8

Rewritten as a markdown table: entries from further up.
| compound | UBC9 SUMO inh | PfM18AAP inh | pCIP destab | IDE inh | IDE cell activ | IMP-1 inhibitor | DNA FID counter | NS3 helicase inh | VIM-2 inhibitor |
| --- | --- | --- | --- | --- | --- | --- | --- | --- | --- |
| COc1ccc(CCNC(=O)[C@H](C)N2C(=O)N3CCc4c([nH]c5ccccc45)[C@@]3(C)C2=O)cc1 | 14 | 4 | -11 | 8 | 4 | -1.7 | -39 | -38 | -2.2 |
| Cc1ccc([N+](=O)[O-])cc1NC(=O)/C=C/C(=O)O | 10 | -5 | 9 | -4 | -2 | -0.3 | 0 | 0 | 0.5 |
| COc1cccc(-c2nnc(N(C)C(=O)C3CCOC3)s2)c1 (configuration not stated) | 20 | 2 | -37 | 1 | 0 | -2.1 | -12 | 5 | -3.0 |
| Nc1c(C(=O)NCc2ccccc2)c2nc3ccccc3nc2n1-c1ccc2c(c1)OCO2 | 18 | -1 | -8 | -1 | 4 | -1.9 | 3 | 6 | -2.1 |
| Cc1ccc2[nH]c3c(c2c1)CN(C(=O)CN1CCCCC1)CC3 | 1 | 1 | 4 | 5 | x | -1.1 | -4 | -3 | 0.8 |
| COc1ccc(C(=O)NC(=S)Nc2nc(C)c(C(=O)N(C)C)s2)cc1 | -4 | 6 | -35 | 0 | 8 | -4.3 | -20 | 5 | -4.2 |
| CCOC(=O)c1[nH]c2ccc(Cl)cc2c1NC(=O)c1nonc1C | 28 | -15 | -17 | -2 | -3 | -2.9 | 2 | -1 | -1.6 |
| Cc1ccc(N2C(=O)C3CCCN3C2=S)cc1Cl (configuration not stated) | -8 | 8 | -6 | 3 | 2 | -1.5 | -5 | 0 | -3.3 |
| COC(=O)[C@@H]1C[C@H]2CC[C@H](O)C[C@H]2N1Cc1ccccc1OS(=O)(=O)c1ccc(C)cc1 | -31 | x | -8 | -3 | 1 | x | x | x | x |
| NC(=O)COC(=O)c1c2c(nc3ccccc13)CCCC2 | -4 | 2 | 18 | 1 | 2 | -3.3 | -1 | 6 | -2.5 |
